Assay outcomes (PubChem)
TNAP inh hi DEA: inhibitors of human TNAP at high phosphate acceptor concentration; purified TNAP, CDP-star luminescence, 1 M DEA; inhibition, % at 20 µM; 200,000 tested, 0.03% active;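 active means over 50% inhibition of tissue-nonspecific alkaline phosphatase at 20 µM in the single-dose screen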;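 further: plate controls were DMSO wells for no effect and EDTA-quenched wells as full inhibition for full effect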
Target sequence (P05186 whole entry, looked up): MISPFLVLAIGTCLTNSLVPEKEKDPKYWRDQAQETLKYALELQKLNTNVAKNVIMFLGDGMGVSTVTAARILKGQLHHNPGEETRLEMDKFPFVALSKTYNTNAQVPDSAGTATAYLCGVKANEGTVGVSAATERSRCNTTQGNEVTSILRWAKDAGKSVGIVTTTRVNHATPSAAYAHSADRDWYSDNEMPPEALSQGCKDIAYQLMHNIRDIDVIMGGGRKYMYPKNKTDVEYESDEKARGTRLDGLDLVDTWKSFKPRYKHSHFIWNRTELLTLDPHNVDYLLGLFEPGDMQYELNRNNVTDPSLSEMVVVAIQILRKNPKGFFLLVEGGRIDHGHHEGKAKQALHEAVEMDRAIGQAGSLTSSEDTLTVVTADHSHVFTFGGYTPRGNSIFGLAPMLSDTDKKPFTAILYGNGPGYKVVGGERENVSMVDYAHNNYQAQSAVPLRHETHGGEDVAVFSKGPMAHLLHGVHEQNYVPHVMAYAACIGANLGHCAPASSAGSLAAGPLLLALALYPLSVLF
PMI act: activators of human phosphomannose isomerase | P34949 | purified human PMI, coupled resazurin fluorescence, 20 min; stronger effect = higher value; 1 = vehicle control, 0 substrate-free wells | activation factor at 20 µM | 190,000 tested, 0.005% active | AID 1214;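 active means activation factor of 2 or more at 20 µM, relative to plate controls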
Target sequence (P34949 whole entry, looked up): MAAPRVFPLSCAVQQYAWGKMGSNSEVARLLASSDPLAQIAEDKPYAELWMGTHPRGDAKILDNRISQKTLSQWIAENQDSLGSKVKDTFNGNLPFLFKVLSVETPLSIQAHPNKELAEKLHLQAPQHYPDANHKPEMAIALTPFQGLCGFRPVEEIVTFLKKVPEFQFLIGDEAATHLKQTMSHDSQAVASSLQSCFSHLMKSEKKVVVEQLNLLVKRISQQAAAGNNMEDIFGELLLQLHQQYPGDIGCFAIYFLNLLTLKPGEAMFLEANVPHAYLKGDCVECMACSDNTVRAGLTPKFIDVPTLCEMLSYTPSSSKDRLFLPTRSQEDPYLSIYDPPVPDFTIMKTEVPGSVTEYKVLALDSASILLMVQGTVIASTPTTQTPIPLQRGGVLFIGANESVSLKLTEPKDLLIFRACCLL
TNAP inh noacc: TNAP (human) inhibition, acceptor-free conditions; purified TNAP, CDP-star luminescence, 30 min; inhibition, % at 20 µM; AID 1012; 200,000 tested, 0.26% active; P05186;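 active means tissue-nonspecific alkaline phosphatase inhibition above about 50% at 20 µM in the single-dose screen, limit read from the data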;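 further: 0% = DMSO negative control and 100% = EDTA positive control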
Efa HMGR inh: blocks class II HMG-CoA reductase of Enterococcus faecalis. purified E. faecalis HMGR, NADPH absorbance 340 nm kinetic. inhibition, % at 10 µM. 190,000 tested, 0.41% active. AID 1066;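 active means inhibition above a set limit, the median over all tested compounds plus 3 SD, cut at about 9.5% in these data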;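 further: enzyme runs in reverse so mevalonate oxidation gives rising NADPH absorbance; 0% = complete reaction with DMSO and 100% = background rate lacking mevalonate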
Diaph act CS: activates diaphorase or chemically reduces, flagging diaphorase assay artifacts | AID 1229 | 190,000 tested, 0.005% active | Diaphorase/resazurin coupled assay, resorufin fluorescence, 16 min; stronger effect = higher value; 1 = vehicle wells, 0 = NADH-free wells | activation factor at 20 µM;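 active means diaphorase activity raised at least twofold by the compound at 20 µM; inactive means activation factor below 2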
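Material: Clostridium kluyveri diaphorase, purified enzyme; Quantity: enzyme 0.07 U/mL final; Medium: HEPES pH 7.4 buffer with MgCl2 and Tween 20; Dosing: single compound dose of 20 µM, 1% DMSO final; Schedule: 16 min reaction at room temperature; Measured by: red resorufin fluorescence at 544/590 nm excitation/emission.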
Diaphorase inh: diaphorase inhibition or chemical oxidation counter-screen; diaphorase resazurin-to-resorufin fluorescence, NADH, 16 min; bacterial (C. kluyveri) enzyme, not human; inhibition, % at 20 µM; 190,000 tested, 0.69% active; AID 1217;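 active means primary screen inhibition at 20 µM above a set limit, cut at about 50% in these data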;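 further: plate controls were DMSO with full reaction for no effect and wells lacking NADH for full effect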
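controls = No-NADH positive control and DMSO neutral control | system = Clostridium kluyveri diaphorase enzyme | timing = reaction incubation of 16 min at room temperature | signal = resorufin fluorescence 544/590 nm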
FLuc stim CS: affects firefly luciferase, flagging false hits in luciferase stimulation screens | ATPlite luciferase biochemical, luminescence, 10 min; 0 = ATP-free wells, 1 = DMSO control | activation factor at 10 µM | 200,000 tested, under 10 active | AID 1027;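 active means luciferase activation factor, scaled between plate controls, of at least 2 with compound at 10 µM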
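Assay system: Luciferase/luciferin detection reagent, cell-free biochemical luciferase assay / Read-out: luciferase activation / Benchmarks: No-ATP low control, compound-free enzyme-plus-ATP high control / Medium: PBS buffer for ATP / Detection: luminescence measurement of luciferase light output / Schedule: 10 min at ambient temperature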
G6PDH counter: inhibits Leuconostoc G6PDH, flagging false hits in G6PDH-based assays | Purified L. mesenteroides G6PDH, diaphorase/resazurin coupled fluorescence, 45 min | 200,000 tested, 0.12% active | AID 1020 | inhibition, % at 5 µM; in the data active means inhibition above about 50%
TNAP act hi DEA: TNAP (human) activation, high acceptor. P05186. purified TNAP, CDP-star luminescence, 1 M DEA, 30 min; stronger effect = higher value; 0 = EDTA background, 1 = DMSO-only activity. activation factor at 20 µM. 200,000 tested, under 10 active;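 active means activation factor at least 2 at 20 µM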
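Assay system: human TNAP; Input: enzyme diluted 1/800 final; Reagent: CDP-star luminogenic substrate at 100 µM final; Timing: 30 min, room temperature; Signal: luminescence; Evaluation: TNAP activation factor scaled between EDTA and DMSO control wells.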
PMI act satM6P: activators of human phosphomannose isomerase at near-saturating mannose 6-phosphate; 190,000 tested, 0.34% active; P34949; AID 1216; coupled PMI enzyme assay, resazurin fluorescence, 20 min; stronger effect = higher value; 1 = untreated enzyme, 0 = substrate-free blank; activation factor at 20 µM;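 active means activation factor of 2 or more at 20 µM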
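Test system: human PMI in coupled enzyme assay; Input: PMI at 15 ng/mL final; Medium: HEPES buffer, pH 7.4; Schedule: 20 min incubation at room temperature; Technique: resorufin fluorescence at Ex 544/Em 590 nm; Compound: 20 µM single dose; Probe or stimulus: Near-saturating mannose-6-phosphate, 1.0 mM.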
The depositor's hits bear a star; / = no result given.

SMILES	TNAP inh hi DEA	PMI act	TNAP inh noacc	Efa HMGR inh	Diaph act CS	Diaphorase inh	FLuc stim CS	G6PDH counter	TNAP act hi DEA	PMI act satM6P
COC(=O)c1cc(=O)n(CCc2ccccc2)c(=Nc2ccc(F)cc2)s1	1.0	0.8	-6.1	-8.5	0.8	18.8	1	-6.0	1	0.8
Cc1ccc(Oc2nc(-c3cccnc3)nc3ccccc23)c([N+](=O)[O-])n1	-0.5	0.9	-5.8	0.3	1	0.6	1	0.2	1	0.9
Cc1c(NC(=O)c2ccc3c(c2)OCO3)cccc1-c1nc2ccccc2s1	-8.2	1	-14.1	-1.7	0.9	9.9	0.8	-0.1	1.1	1.1
Fc1ccc(CSc2nsc(SCc3ccc(F)cc3)n2)cc1	-6.6	0.9	-12.8	-4.7	0.9	13.3	1.1	-2.4	1.1	1
CCOC(=O)Cn1cc([N+](=O)[O-])c(OC)n1	-4.5	0.9	-11.4	2.4	0.8	19.1	1.1	-3.8	1	0.9
O=C(Nc1nc(-c2cccs2)c(C(=O)C(F)(F)F)s1)c1ccccc1	-1.1	0.9	-8.5	-1.5	0.8	21.5	1	28.7	1	0.9
Cc1nn(Cc2ccccc2Cl)c(Cl)c1/C=C/C(=O)OCC(=O)NC1CCS(=O)(=O)C1 (stereo not drawn)	-2.4	0.9	4.5	-6.3	0.8	20.2	1.1	1.7	1	1
CCOC(=O)CC(=O)CSc1nc(C)cc(C)c1C#N	0.9	1	-0.6	-10.4	0.9	5.9	1	-4.4	1	1
Cc1ccc(CN2CCN(/N=C/c3cccnc3)CC2)cc1	2.6	0.8	1.4	0.0	0.9	11.2	1	7.9	1	0.9
NNC(=O)c1nn(-c2ccc(Cl)cc2)ccc1=O	1.1	1	-2.0	3.0	0.8	16.6	1	3.3	1	0.6
CCOC(=O)CNc1c(-c2ccc(O)cc2)nc2ccccn12	-4.0	1	-9.8	2.8	0.8	20.1	0.9	-1.4	1	1
CC(C)C/C=C1\CCc2c([nH]c3ccccc23)C1=O	-2.2	0.9	-7.1	-8.5	0.9	11.6	1	9.5	1	0.8
CN1C(=O)/C(=C\C(=O)c2cccs2)c2ccccc21	-2.6	1	-10.0	-0.5	0.8	17.7	1	-4.6	1	1
Oc1ccc(/C=N/Nc2ncc(Br)cn2)c(O)c1	14.5	0.6	-82.5	-0.8	0.7	34.6	0.8	45.4	0.9	0.9
CC(C)(C)c1ccc(-c2nnc(SCCN3C(=O)c4ccccc4C3=O)o2)cc1	-6.1	1	-19.4	-6.2	0.8	18.7	0.9	-2.9	1.1	0.9
Cc1nnc(SCC(=O)NCCOc2ccc(Cl)cc2)n1-c1ccccc1	-6.5	1	-12.3	1.0	1	-2.3	1	6.6	1.1	1
CC(=O)Nc1ccc(S(=O)(=O)NC2(C(F)(F)F)C(=O)Nc3c2c(=O)[nH]c(=O)n3Cc2cccnc2)cc1 (stereo not drawn)	-5.4	1	-5.9	-3.3	0.9	13.8	1.1	1.3	1.1	1
Cc1c(Cl)cccc1NC(=S)N1CCOCC1	-1.6	0.9	-15.0	0.3	1	0.0	1.1	6.9	1	1
COc1ccc(C(=O)CSc2nnc(NC(=O)C3CC(=O)N(c4cccc(OC)c4)C3)s2)cc1 (stereo not drawn)	-0.4	1	-2.4	-0.4	0.9	7.0	1.1	6.3	1	1
O=C(CC1C(=O)OCN1C(=O)OCc1ccccc1)OCC(=O)c1ccccc1 (stereo not drawn)	-7.7	0.9	-15.3	-0.1	0.8	20.9	1	4.5	1.1	0.9
Cc1cccc(N2C(=O)CC(Sc3nc(C)c4c(n3)CCCC4)C2=O)c1 (stereo not drawn)	1.9	0.8	-3.0	-1.6	0.8	16.2	1	-2.2	1	0.8
Cc1[nH]c(=O)[nH]c(=O)c1S(=O)(=O)N(CC(C)C)CC(C)C	0.5	1.1	-6.2	-2.2	1	2.3	1	1.6	1	1
CS(=O)(=O)N1CCN(c2ccc(NC(=S)NC(=O)c3ccc4c(c3)OCO4)cc2)CC1	-4.2	0.9	-19.6	-1.7	0.9	10.3	1.1	-4.8	1	1
COc1cc(OC)cc(C(=O)Nc2ccc(S(=O)(=O)N(C)C)cc2)c1	-1.9	0.9	-10.8	-8.0	0.8	18.3	1	0.4	1	0.9
CC(=O)c1cccc(NC(=O)CSc2nnc(-c3cccnc3)o2)c1	1.3	1	13.3	-1.3	0.9	10.1	1	10.2	1	1
SMILES	TNAP inh hi DEA	PMI act	TNAP inh noacc	Efa HMGR inh	Diaph act CS	Diaphorase inh	FLuc stim CS	G6PDH counter	TNAP act hi DEA	PMI act satM6P
CCOC(=O)N1CCN(C(=O)c2ccc3nc4ccc(Cl)cc4c(=O)n3c2)CC1	-3.9	0.9	-7.5	-1.3	0.8	16.9	1.1	-2.7	1	0.9
COC(=O)CNc1nc(C2CC2)nc2c1nnn2Cc1ccccc1Cl	-1.4	1.1	-10.9	-4.9	0.9	10.9	1.1	2.4	1	1
O=C(Nc1ccccc1)N(Cc1ccccc1)C1=NCCS1	-5.4	0.9	-12.4	2.0	0.8	18.2	1	4.0	1.1	0.9
Cc1ccc(S(=O)(=O)c2cc3c(=O)n4cccc(C)c4nc3n(CC3CCCO3)c2=N)cc1 (stereo not drawn)	-4.2	0.9	-0.7	/	0.9	13.6	1.1	3.4	1	0.9
CC(C)CN1CCN(CC#Cc2ccccc2)CC1CCO (stereo not drawn)	-0.5	1	-4.8	1.2	0.9	13.1	1	12.3	1	0.9
COc1cc(OC)c(OC)cc1CN(C)CCc1ccccn1	-6.8	0.9	-17.1	1.1	0.8	17.7	1.1	-13.0	1.1	0.9
N=C(N=C(N)N)N1CCc2ccccc21	-4.4	1	-6.1	-13.6	1.1	-8.8	1.1	7.8	1	1
Cc1cc(=O)[nH]c(SCC(=O)NCCc2ccccc2)n1	-3.5	1	-9.5	-0.3	1	4.6	1.1	-5.9	1	1
Cc1cc(C)c2c(CC(=O)Nc3nccs3)coc2c1	-3.9	0.9	-8.4	-1.7	0.9	12.1	1	-0.7	1	0.9
COc1cccc(N2CCN(Cc3cccnc3)CC2)c1	-8.7	0.9	-11.6	4.7	0.8	19.4	1	-2.5	1.1	1
CCN(CC)C(=O)c1cnn(-c2ccccc2)c1NC(=O)c1cccs1	6.0	1.1	0.5	9.6*	1	4.9	1.1	-2.0	0.9	1.1
COc1cc(/C=C/C(=O)O)cc(S(=O)(=O)Nc2ccccc2SC)c1OC	6.4	1.1	-13.0	0.8	0.9	7.7	1	4.4	0.9	1
CC(Cc1cccnc1)NC(=O)CCc1nnc(-c2ccccc2)o1 (stereo not drawn)	-7.6	1.1	-2.8	-6.8	0.9	5.5	1.1	11.4	1.1	1.1
CC(Sc1nnc(C(F)(F)F)n1C)C(=O)NC(N)=O (stereo not drawn)	-4.7	1	-9.5	-3.1	1	1.2	1.1	3.8	1	1
N=c1sccn1CC(=O)Nc1ccc(Cl)c(S(=O)(=O)N2CCOCC2)c1	-2.3	1	-6.4	0.5	0.9	10.6	1.1	2.3	1	0.8
O=C(O)c1cccc(C(=O)Cc2ccccc2)c1	-3.4	1.1	-0.7	-3.5	0.9	7.8	1.1	17.3	1	1.1
CC12CCC(C(=O)Nc3cc(Cl)ccc3Cl)(C/C1=N\O)C2(C)C (stereo not drawn)	0.2	0.9	0.5	4.7	0.9	11.1	1	12.9	1	0.9
CCC(C)(C)NC(=S)Nc1ccc(-c2nc3ccc(C)cc3s2)cc1	7.4	1.1	-19.1	-0.4	1	-4.2	0.7	-16.9	0.9	1.2
COc1ccc2c(c1OC)C(=O)NC(C)=C(C(=O)OC(C)(C)C)C2O (stereo not drawn)	-7.4	1	2.8	-7.9	1.1	-5.9	1	27.6	1.1	1
CC(=O)c1c(O)cc(O)cc1CC(=O)O	-5.3	0.9	-9.1	1.9	0.9	13.6	1	15.1	1.1	0.8
CCCn1nc(NC(=O)c2ccco2)c2cc3ccccc3nc21	-7.7	1	-22.9	-2.8	0.8	22.6	1.1	7.0	1.1	1
CC(C)c1ccc(NC(=O)C(c2ccccc2)N(C)C(=O)c2cnccn2)cc1 (stereo not drawn)	-1.9	0.9	-5.1	-0.3	0.8	16.7	1	9.0	1	0.9
O=C(OCc1ccc2c(c1)OCO2)c1ccc(S(=O)(=O)N2CCCC2)cc1	-7.5	1	-3.6	-0.6	0.9	8.8	1.1	-12.5	1.1	0.9
CC1CSc2ccccc2NC1=S (stereo not drawn)	7.3	1.1	3.4	-1.3	1	-3.3	1.1	2.7	0.9	1.1
COCC(=O)NCCSc1c(C)[nH]c2ccccc12	-1.5	0.9	4.9	1.3	1	1.1	1	14.2	1	0.9
COc1cccc(/C=C2\C(=O)C(=O)c3ccccc32)c1	1.8	0.9	8.7	-2.6	0.8	22.0	0.9	2.9	1	1
COc1ccc(C2C(=O)N(C3CCCCC3)CC(=O)N2Cc2ccco2)cc1 (stereo not drawn)	-1.9	0.9	-10.5	2.0	0.8	17.9	1	13.4	1	0.9
CCCOc1ccc(/C=N/NC(=O)CSCc2ccc([N+](=O)[O-])cc2)cc1OCC	-2.8	0.9	-18.7	-9.3	0.8	15.6	1.1	-6.9	1	1
Cc1ccc(C)c(NC(=O)c2sc(Cl)nc2-c2ccccc2)c1	-4.4	1	-11.1	-5.2	0.9	11.9	1	-0.8	1	1
O=[N+]([O-])c1ccc(/C=N/NC(=S)Nc2ccccc2C(F)(F)F)o1	-0.3	0.9	-15.5	0.2	0.9	14.8	1.1	-8.8	1	0.9

Taken from above.
For PMI act satM6P, `Cc1cc(=O)[nH]c(SCC(=O)NCCc2ccccc2)n1` is entered as 1
For TNAP act hi DEA, `O=C(CC1C(=O)OCN1C(=O)OCc1ccccc1)OCC(=O)c1ccccc1` (stereo not drawn) is entered as 1.1

Four compounds from above, arranged by number of heavy atoms, rising:
SMILES	TNAP inh hi DEA	PMI act	TNAP inh noacc	Efa HMGR inh	Diaph act CS	Diaphorase inh	FLuc stim CS	G6PDH counter	TNAP act hi DEA	PMI act satM6P
CC(=O)c1c(O)cc(O)cc1CC(=O)O	-5.3	0.9	-9.1	1.9	0.9	13.6	1	15.1	1.1	0.8
COCC(=O)NCCSc1c(C)[nH]c2ccccc12	-1.5	0.9	4.9	1.3	1	1.1	1	14.2	1	0.9
CC(C)CN1CCN(CC#Cc2ccccc2)CC1CCO (stereo not drawn)	-0.5	1	-4.8	1.2	0.9	13.1	1	12.3	1	0.9
COc1cc(OC)c(OC)cc1CN(C)CCc1ccccn1	-6.8	0.9	-17.1	1.1	0.8	17.7	1.1	-13.0	1.1	0.9
